# DAGLB inhibitor – blocks human DAGLB lipase activity; Q8NCG7; inhibition, % at 5.17 µM; HEK293T DAGLB membrane lysate, EnzChek fluorogenic substrate; 0.059% of 340,000 active; in the data active = inhibition above about 34%;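 also: 0% = enzyme with vehicle and 100% = wells lacking enzyme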
# NSD2 inh – inhibitors of human histone methyltransferase NSD2; O96028; NSD2 peptide methylation, AlphaScreen, 120 min; inhibition, % at 12.5 µM; 0.54% of 310,000 active; AID 743445; in the data active = inhibition above about 50%
# V-ATPase pHluor – alters yeast V-ATPase proton transport. S. cerevisiae, pHLuorin cytosolic pH fluorescence. response, % at 10 µM. 0.37% of 350,000 active; in the data active = response mostly above about 7.3%, no sharp cut-off; inactive = mostly below about 5.4%; also: actives read high; inactives centre near 0; some compounds called inactive have numbers as strong as hits
# RTF Ca sens inh – cardiac RTF calcium desensitization; AID 493244; 0.12% of 340,000 active; IANBD-labeled cardiac RTF, Ca2+ fluorescence; P19429+P45379; inhibition, % at 7.15 µM;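 active = inhibition above the mean inhibition of all tested compounds plus 3 SD, cut at about 17% in these data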;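 also: assay run at fixed EC70 calcium of 1.6 mM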
# Arr AP2 block – blocks beta-arrestin peptide binding to AP2 adaptin; FITC-arrestin peptide / GST-AP2 beads, flow cytometry; AP2 beta2 appendage carries R879A mutation; inhibition, % at 10 µM; 0.31% of 340,000 active;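 active = inhibition above a set limit, near 3 SD of compounds lacking own fluorescence, cut at about 54% in these data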;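 also: plate controls were DMSO wells for no effect and 5 µM unlabelled arrestin peptide for full effect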
#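 Material – GST-tagged AP2 beta2-adaptin appendage (R879A) on 4 µm glutathione beads · Probe or stimulus – fluorescein-tagged arrestin peptide at 50 nM final · Timing – 12 min plus 1 h, RT · Detection – bead flow cytometry, FITC channel · Read-out basis – inhibition as reduced fluorescein signal on beads, percent · Medium – PBS plus Tween 20 (0.05%) and BSA (0.1%)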
# CAL PDZ FP-1 – human CAL PDZ-peptide interaction inhibition. 0.02% of 330,000 active. purified CAL PDZ, TMR-peptide fluorescence polarization, 1 h. AID 504414. inhibition, % at 20 µM;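 active = highest replicate inhibition of at least 40%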;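 also: plate controls were DMSO neutral control wells for no effect and unlabeled competitor peptide control wells for full effect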
#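 Read-out basis: mP drop reported as inhibition | Assay system: Tagged CAL PDZ protein CerCALP, purified | Benchmarks: Unlabelled peptide for full inhibition, DMSO wells as neutral | Schedule: 1 h incubation at room temperature before polarization reading | Buffer or medium: Sodium phosphate/NaCl buffer pH 7.4 with TCEP, IgG, Thesit | Doses: Single point, 20 µM | Measured by: Fluorescence polarization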
# C-LANA FP – blocks KSHV LANA C-terminal domain binding to DNA; MBP-C-LANA/FAM-LBS DNA binding, fluorescence polarization; inhibition, % at 9 µM; 0.078% of 340,000 active;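 active = highest replicate inhibition at or above 60% at 9 µM, even if other replicates fall short; inactive = all replicates below 60% inhibition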;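 also: 0% = neutral control wells and 100% = 4 µM acridine orange control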
# CAL PDZ FP-2 – inhibitors of human CAL PDZ peptide binding. Q9HD26. purified CAL PDZ, TMR-peptide fluorescence polarization, 1 h. inhibition, % at 24.9 µM. 0.92% of 300,000 active. AID 602252;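 active = mean inhibition of at least 30% with at least half of replicates also reaching 30%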;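 also: 0% = DMSO neutral control and 100% = excess unlabeled competitor peptide PRC23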
# Pemphigus Ab inh – blocks pemphigus antibody binding to human desmoglein-3; 0.48% of 310,000 active; binding (percent of control), % at 10 µM; AID 588358; P32926; DSG3-coupled beads, scFv-anti-DSG3-GFP binding, flow cytometry; stronger effect = lower value;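 active = binding more than 3 SD below its plate's average and above zero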;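 also: hits lower antibody fragment binding to DSG3; some compounds called inactive have numbers as strong as hits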
# Target sequence (P32926 whole entry, looked up, the tested form may be a part): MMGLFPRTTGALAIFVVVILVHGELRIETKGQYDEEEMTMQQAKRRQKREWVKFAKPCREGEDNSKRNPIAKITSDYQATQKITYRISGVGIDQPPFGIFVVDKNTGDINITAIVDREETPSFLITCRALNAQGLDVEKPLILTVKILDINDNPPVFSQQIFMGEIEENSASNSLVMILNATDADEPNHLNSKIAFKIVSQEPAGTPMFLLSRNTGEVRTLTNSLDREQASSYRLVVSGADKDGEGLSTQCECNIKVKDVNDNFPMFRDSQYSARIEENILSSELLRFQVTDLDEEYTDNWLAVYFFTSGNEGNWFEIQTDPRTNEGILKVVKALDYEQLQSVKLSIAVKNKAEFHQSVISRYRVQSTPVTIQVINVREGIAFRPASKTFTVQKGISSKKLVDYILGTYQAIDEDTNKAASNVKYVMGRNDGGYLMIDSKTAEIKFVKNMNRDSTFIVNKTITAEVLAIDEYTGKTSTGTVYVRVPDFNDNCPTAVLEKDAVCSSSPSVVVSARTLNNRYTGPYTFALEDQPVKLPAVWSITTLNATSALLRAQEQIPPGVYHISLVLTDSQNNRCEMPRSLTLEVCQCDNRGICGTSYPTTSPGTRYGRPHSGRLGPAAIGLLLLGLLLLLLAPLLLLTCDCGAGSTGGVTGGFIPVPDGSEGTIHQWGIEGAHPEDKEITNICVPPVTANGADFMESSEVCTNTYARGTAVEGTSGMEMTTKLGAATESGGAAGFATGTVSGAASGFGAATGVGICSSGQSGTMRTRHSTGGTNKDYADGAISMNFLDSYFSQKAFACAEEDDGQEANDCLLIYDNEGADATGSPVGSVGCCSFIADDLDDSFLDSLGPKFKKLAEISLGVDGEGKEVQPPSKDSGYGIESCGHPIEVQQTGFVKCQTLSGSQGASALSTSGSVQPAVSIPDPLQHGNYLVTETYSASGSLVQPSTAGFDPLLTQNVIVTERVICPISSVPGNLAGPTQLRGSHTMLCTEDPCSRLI
# Keap1-Nrf2 PPI – disrupts human Keap1 binding to Nrf2 peptide; Q14145; Keap1 Kelch-Nrf2 peptide fluorescence polarization, 1536-well; inhibition, % at 9.4 µM; 0.15% of 340,000 active; AID 504523; in the data active = inhibition above about 12%;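 also: human Keap1 Kelch domain with fluorescein labeled Nrf2 9mer peptide probe; 0% = neutral control wells and 100% = peptide positive control; higher means more block of Keap1 binding to Nrf2 peptide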
# * hit, by the source's call; . = not tested or not shown. The list is partial; the hit share may differ from the screen's.
SMILES	DAGLB inhibitor	NSD2 inh	V-ATPase pHluor	RTF Ca sens inh	Arr AP2 block	CAL PDZ FP-1	C-LANA FP	CAL PDZ FP-2	Pemphigus Ab inh	Keap1-Nrf2 PPI
Cc1cc2oc3c(c(=O)c2cc1C)C(c1cccc(Br)c1)N(Cc1ccco1)C3=O (configuration not stated)	0	-1	1	0	10	-0.6	0.1	0	107	-2
COc1ccc(CNC(=O)Nc2ccc(C)c(C)c2)cc1	-4	0	-3	-2	19	-2.0	-2.7	1	84	-2
Cc1cccc(NCC(O)Cn2cnc3c2c(=O)n(C)c(=O)n3C)c1 (configuration not stated)	4	-3	2	-8	15	0.2	-1.7	.	103	-1
COC(=O)[C@@]1(Cc2ccccc2)[C@H]2C(=O)N(C)C(=O)[C@H]2[C@H]2CN=C(SCc3ccc(Cl)cc3)N21	0	.	2	-9	-8	-2.5	-1.7	.	98	-3
CC(C)C(NS(=O)(=O)c1ccc2c(c1)oc(=O)n2C)C(=O)N1CCN(c2ccccc2F)CC1 (configuration not stated)	0	.	-1	-3	-5	-0.1	0.8	-2	109	-4
CC1CCC/C(=C\Nc2ccccc2C(=O)O)C1=O (configuration not stated)	2	8	-1	0	1	-0.4	0.7	-3	99	5
O=C(CCC1CCCCC1)NCc1cccnc1	-1	1	1	2	-3	-0.9	2.8	15	99	-4
O=C(Nc1ccc(Br)cc1)c1cccnc1N1CCOCC1	1	-1	-3	5	-12	-1.1	1.3	-7	102	2
CCOc1ccc(NS(=O)(=O)c2ccc(NC(=S)NC(C)=O)cc2)cc1	-3	-2	0	-1	-11	-1.2	3.1	1	103	1
CC(C)(O)CC[C@H](OC(=O)c1ccccc1)[C@](C)(O)[C@H]1CC[C@@]2(O)C3=CC(=O)[C@@H]4C[C@@H](O)[C@H](O)C[C@]4(C)C3CC[C@]12C (some centres not stated)	-2	-1	-1	-2	-9	-0.7	1.1	-4	101	3
CC1CCCCC1NC(=O)COC(=O)c1ccc2c(=O)n3c(nc2c1)CCC3 (configuration not stated)	-1	117*	2	-15	-2	1.0	0.0	-8	.	-3
Cc1cccc(CSc2ccc3nnc(-c4cccnc4)n3n2)c1	2	-3	4	-26	-1	-0.9	0.7	-3	84	-2
NC(=O)c1ccsc1NC(=O)COC(=O)C1=NNC(=O)CC1	2	-1	-5	1	-4	1.0	-0.1	-2	98	-1
CCn1c(COc2cccc3cccnc23)nnc1SC(F)F	0	1	2	-10	20	-2.0	-0.2	1	103	-6
CCN(CC)S(=O)(=O)c1ccc2c3c(cccc13)C(=O)S2	-4	-2	1	1	-1	-1.9	0.6	-3	99	1
CN1C[N+]([O-])=C(c2ccccc2)C1(C)C	-4	-16	1	-3	-42	-2.5	0.0	-2	104	1
CCCOc1ccc2ccccc2c1/C=N/n1c(C)nnc1-n1nc(C)cc1C	-2	0	4	-1	-8	-2.2	-1.3	-1	80	-4
CCOc1ccccc1C(=O)NCC(=O)N1CCN(Cc2ccc3c(c2)OCO3)CC1	-2	.	2	-5	12	-4.9	0.6	-4	.	0
CC(=O)c1ccc(NC(=S)NC2CCCC(C)C2C)cc1 (configuration not stated)	-4	-7	-1	16	1	0.4	0.7	6	107	1
Cc1ccn2cc(-c3ccc(O)c(O)c3)nc2c1	4	.	3	-9	6	0.5	2.7	-2	94	-5
CCOc1ccc(NC(=O)C2=NN(c3ccccc3)C(=O)CC2)cc1S(=O)(=O)N1CCCCC1	-1	-1	2	-5	25	-0.7	0.0	-2	98	2
CCn1c(SCC(=O)Nc2ccc(OC)c(OC)c2)nnc1-c1ccco1	1	-1	3	3	-1	-0.7	0.4	0	.	-3
Cc1ccnc(Nc2nc(-c3c(C)nc4sccn34)cs2)c1	3	0	-1	-5	2	3.7	0.3	-2	103	0
Cc1ccc(S(=O)(=O)N(C)C)cc1NC(=O)CCNC(=O)c1ccco1	2	-1	0	-13	2	-0.1	-2.2	0	101	-4

# Shown with two lines to a compound: 6 of the compounds above
# Order of results – DAGLB inhibitor, NSD2 inh, V-ATPase pHluor, RTF Ca sens inh, Arr AP2 block, CAL PDZ FP-1, C-LANA FP, CAL PDZ FP-2, Pemphigus Ab inh, Keap1-Nrf2 PPI
> CC(=O)c1ccc(NC(=S)NC2CCCC(C)C2C)cc1 (configuration not stated)
    -4, -7, -1, 16, 1, 0.4, 0.7, 6, 107, 1
> Cc1ccn2cc(-c3ccc(O)c(O)c3)nc2c1
    4, ., 3, -9, 6, 0.5, 2.7, -2, 94, -5
> CCOc1ccc(NC(=O)C2=NN(c3ccccc3)C(=O)CC2)cc1S(=O)(=O)N1CCCCC1
    -1, -1, 2, -5, 25, -0.7, 0.0, -2, 98, 2
> CCn1c(SCC(=O)Nc2ccc(OC)c(OC)c2)nnc1-c1ccco1
    1, -1, 3, 3, -1, -0.7, 0.4, 0, ., -3
> Cc1ccnc(Nc2nc(-c3c(C)nc4sccn34)cs2)c1
    3, 0, -1, -5, 2, 3.7, 0.3, -2, 103, 0
> Cc1ccc(S(=O)(=O)N(C)C)cc1NC(=O)CCNC(=O)c1ccco1
    2, -1, 0, -13, 2, -0.1, -2.2, 0, 101, -4

# (more compounds)
SMILES	DAGLB inhibitor	NSD2 inh	V-ATPase pHluor	RTF Ca sens inh	Arr AP2 block	CAL PDZ FP-1	C-LANA FP	CAL PDZ FP-2	Pemphigus Ab inh	Keap1-Nrf2 PPI
Cn1cccc1-c1cc(C(=O)N/N=C/c2cc(Br)ccc2O)[nH]n1	9	-1	0	-2	8	-0.1	-1.9	-4	95	-1
COc1cc(/C=N/NC(N)=O)ccc1OCC(=O)Nc1cc(C)c(C)cc1Br	-5	0	2	-14	38	-2.4	-0.8	-4	95	-1
CCCCC1(C(=O)OCC)CC(CN2CCOCC2)OC1=O (configuration not stated)	-1	-4	1	4	-6	-2.6	0.0	-3	105	3
COc1ccc(-c2cn3c(C)c(C(=O)NCc4ccc5c(c4)OCO5)sc3n2)cc1	-2	.	-1	0	0	-1.5	-0.1	-1	84	1
CC(C)C(=O)Nc1cccc(NC(=S)NC(=O)c2ccccc2Cl)c1	-1	0	0	-4	25	-1.7	2.1	-1	95	0
C#CCNC(=O)C1=C[C@@H](c2ccc(C#C)cc2)C[C@@H](OCCCCO)O1	4	.	-2	0	-4	0.1	0.7	0	99	-11
COc1ccc(NC(=O)CCCNC(=O)c2ccc(Cl)cc2)cc1OC	-5	12	-3	-1	26	-0.3	-0.3	-1	95	5
CCCc1nc2ccc(NC(=O)c3ccco3)cc2c(=O)n1Cc1ccc(Cl)cc1	1	2	3	2	2	-2.5	-0.2	-1	100	-1
COc1ccc(S(=O)(=O)N2CC(O)CC2C(=O)Nc2cccnc2)cc1 (configuration not stated)	-2	.	-3	-8	17	-0.4	0.8	1	97	0
C/C(CC(=O)NCCCN1CCOCC1)=N\NC(=O)COc1ccc(Cl)cc1	-4	65*	-1	-3	1	0.6	0.6	-4	98	4
NC(=O)CCC(NC(=O)c1ccc(Cl)cc1)C(=O)O (configuration not stated)	-1	-5	-1	-16	11	-0.7	-1.5	.	99	-8
Cc1cc(N2CCCC2)ccc1NC(=O)COc1ccccc1	1	-2	-8	-17	9	-2.4	-2.0	-7	96	2
O=C(NCc1ccncc1)c1cccc(S(=O)(=O)NCc2ccccc2)c1	2	-1	-2	-3	1	-1.8	0.1	-1	103	-3
CCCCCn1nc(C)c(/C=N/NC(=O)c2ccoc2C)c1C	2	0	-2	-5	-7	-1.7	1.1	0	99	-9
COc1ccc(CN2CCC3CC2c2cc(-c4cccc(C)c4)ccc23)cc1 (configuration not stated)	-10	.	1	-6	-19	0.8	4.7	-1	107	1
CCCOC(=O)CSc1nc(N)c(C#N)c(CC)c1C#N	-2	1	2	-17	-1	-3.8	-0.9	-11	13*	-6

# 3 compounds out of the list above, ordered by the number in CAL PDZ FP-1, falling.
smiles	CAL PDZ FP-1
COc1ccc(CN2CCC3CC2c2cc(-c4cccc(C)c4)ccc23)cc1 (configuration not stated)	0.8
O=C(NCc1ccncc1)c1cccc(S(=O)(=O)NCc2ccccc2)c1	-1.8
Cc1cc(N2CCCC2)ccc1NC(=O)COc1ccccc1	-2.4

# The listing continues.
SMILES	DAGLB inhibitor	NSD2 inh	V-ATPase pHluor	RTF Ca sens inh	Arr AP2 block	CAL PDZ FP-1	C-LANA FP	CAL PDZ FP-2	Pemphigus Ab inh	Keap1-Nrf2 PPI
COc1cc(O)c(C(CC(=O)N2CCCCC2)c2ccc3c(c2)OCO3)c(OC)c1 (configuration not stated)	-1	.	-2	3	1	-1.4	9.8	0	99	-2
CC(=O)Nc1nn(CC(C)C)c2nc3ccc(C)cc3cc12	-1	-4	0	.	.	.	.	.	102	.
CC(C)(C)c1cc(=O)n2c(nc3ccccc32)[nH]1	0	-4	3	-8	14	-2.2	0.7	0	108	-6
COc1ccc(CC(=O)N[C@@H](C)C(=O)N2CCC3(CC2)NCCc2[nH]cnc23)cc1	0	5	0	1	-7	-2.4	0.1	-3	97	-3
Cc1cc(C)nc(/N=C(/NC(=O)Nc2cccc(Cl)c2)Nc2ccccc2)n1	4	-1	-5	-9	12	-0.1	-1.0	0	94	2
O=C(Nc1ccccc1F)c1ccc(Br)o1	-1	.	3	-2	-15	-0.2	-1.3	1	102	-3
CCn1cc(/C=C(\NC(=O)c2ccccc2F)C(=O)NCCCN2CCOCC2)c2ccccc21	0	4	4	-5	-11	-2.3	0.9	-2	104	4
O=C(OCC(=O)N1CCOCC1)c1cccc(S(=O)(=O)Nc2ccc(F)cc2)c1	1	-3	0	-6	6	0.0	0.6	-1	106	-1
CCN(CC(=O)NCc1cccs1)C(=O)/C=C/c1ccc(F)cc1	-1	-1	-3	.	.	.	.	.	97	.
Cc1cc(Cl)c2ccc3ccccc3c2n1	-4	-1	1	-10	-16	-1.8	-0.2	3	104	4
CC(NC(=O)c1ccc(CS(C)(=O)=O)cc1)c1cccc2ccccc12 (configuration not stated)	0	6	-3	-5	1	-0.4	0.4	-1	84	-3
CCn1c(=O)cc(SCC(=O)NCc2ccc(C)cc2)c2ccccc21	-3	.	2	1	5	-1.5	2.0	-2	.	-4
CC12CCC(=O)N1C(C(=O)NCCN1C(=O)S/C(=C\c3ccc(OC(F)F)cc3)C1=O)CS2 (configuration not stated)	0	0	-2	-8	9	0.5	-9.2	-4	100	-3
COc1cc(C2C(C(=O)c3ccc(C)o3)=C(O)C(=O)N2c2cc(C)on2)ccc1O (configuration not stated)	0	-1	-2	1	-6	-0.5	-0.2	0	108	2
C(=N\Nc1nc2ccccc2[nH]1)/c1cccs1	-1	4	0	-10	-7	-1.0	2.1	-1	110	-1
O=c1oc2ccccc2c(Nc2ccccc2)c1CN1CCCCC1	-2	-3	-4	-1	-17	-1.1	1.6	2	102	-2
CCOC(=O)c1ccc(NC(=O)c2cccc3c2C(=O)N(CC2CCCO2)C3)cc1 (configuration not stated)	-6	.	1	-5	-4	-3.9	0.0	-5	91	0
